IL2 activator: activates IL-2 in a cell-based reporter assay. IL-2 activation reporter assay, cell-based qHTS; stimulated with anti-CD3/CD4/CD28 beads; in transgenic mouse T cells. 0.065% of 360,000 active. activation, % (series mostly up to about 46 µM); in the data active = activation above about 50%; inconclusive = mostly about 30% to 49%; note: 0% is about no effect
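Screening format: compound pinned onto unstimulated transgenic mouse T cells, 60 min incubation, then anti-CD3/anti-CD4/anti-CD28 bead stimulation for 18 hours at 37 degrees C, followed by EGFP and DsRed detection.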
aSyn yeast inh: rescues yeast growth from alpha-synuclein toxicity | Yeast expressing alpha-synuclein, growth rescue, BacTiter-Glo, 24 h | Potency, µM (top dose mostly 46.1 µM), for the others: top-dose growth rescue (activation), usual class: activators | 0.14% of 370,000 active | AID 652106; note: potency is the fitted concentration of half-maximal effect; % of control where 0% means no effect; nearly all actives have a fitted effect of over 65% in size
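Screening used galactose-induced yeast with toxic alpha-synuclein levels, exposed to compound for 24 hr at 30 deg C. Cell growth, read with BacTiter-Glo luminescence, gave the measured signal.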
PLK1 PBD block: PLK1 (human) polo-box domain binding inhibition | P53350 | Plk1 PBD binding of FITC phosphopeptide, fluorescence polarization | Potency, µM, without a hit: max response, negative = inhibition, hits mostly inhibitors | 2.8% of 360,000 active | AID 720504; note: potency is the fitted concentration of half-maximal effect; series mostly up to about 57 µM; % is set by controls: 0 for no effect and ±100 for the full control effect; nearly all actives have a fitted effect of over 65% in size
Target sequence (P53350 whole entry, looked up, the tested form may be a part): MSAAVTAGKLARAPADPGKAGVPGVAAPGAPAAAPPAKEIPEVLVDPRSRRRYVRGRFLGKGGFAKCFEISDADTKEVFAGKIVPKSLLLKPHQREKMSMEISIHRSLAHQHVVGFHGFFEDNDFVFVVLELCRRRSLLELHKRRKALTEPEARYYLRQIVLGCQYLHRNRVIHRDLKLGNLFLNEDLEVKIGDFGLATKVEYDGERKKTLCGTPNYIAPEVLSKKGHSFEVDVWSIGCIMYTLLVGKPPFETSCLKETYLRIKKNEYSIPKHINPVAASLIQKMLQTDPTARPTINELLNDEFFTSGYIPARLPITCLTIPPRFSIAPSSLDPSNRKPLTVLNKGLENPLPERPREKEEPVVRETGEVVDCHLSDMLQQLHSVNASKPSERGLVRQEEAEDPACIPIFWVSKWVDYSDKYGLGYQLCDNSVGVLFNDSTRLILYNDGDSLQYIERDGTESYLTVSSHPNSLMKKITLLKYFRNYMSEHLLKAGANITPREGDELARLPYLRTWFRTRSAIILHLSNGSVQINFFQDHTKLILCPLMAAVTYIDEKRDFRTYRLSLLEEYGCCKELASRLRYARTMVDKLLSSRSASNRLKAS
PI5P4Ka inh: inhibitors of human PI5P4K alpha | P48426 | PI5P4Kalpha enzyme, ADP-Glo luminescence, 60 min; active compounds read low | max response, % | 1.2% of 330,000 active | AID 652105; active = max response of -50% or lower; inconclusive = between -30% and -50%; inactive = -30% or higher; note: value at the top dose of about 77 µM; % is set by controls: 0 for no effect and ±100 for the full control effect
Target sequence (P48426 whole entry, looked up): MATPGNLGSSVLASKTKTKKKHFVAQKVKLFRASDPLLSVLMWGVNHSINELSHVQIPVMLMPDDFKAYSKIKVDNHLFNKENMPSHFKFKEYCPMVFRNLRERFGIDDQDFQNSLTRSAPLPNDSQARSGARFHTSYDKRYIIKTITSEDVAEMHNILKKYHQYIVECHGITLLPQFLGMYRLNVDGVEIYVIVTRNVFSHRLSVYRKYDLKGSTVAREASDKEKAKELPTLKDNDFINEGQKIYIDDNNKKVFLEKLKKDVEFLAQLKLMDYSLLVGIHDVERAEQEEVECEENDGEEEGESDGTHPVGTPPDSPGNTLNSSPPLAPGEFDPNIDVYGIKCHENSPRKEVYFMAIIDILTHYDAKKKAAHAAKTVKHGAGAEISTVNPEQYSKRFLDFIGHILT
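ADP-Glo luminescence end-point after a 60 min room-temperature kinase reaction. PI5P4Kalpha and substrate in HEPES pH 7.4 buffer with EGTA, 0.1% CHAPS and 5% DMSO; ATP at 5 microM final.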
EPAC1 ag: activates human EPAC1 exchange factor; EPAC1 agonist qHTS, biochemical assay; response scale: 100% = response to 6.5 mM cAMP; 0.073% of 360,000 active; Potency, µM (doses to about 154 µM), inactives show at the top dose activation, hits mostly activators; O95398; note: potency is the fitted concentration of half-maximal effect; nearly all actives have a fitted effect of over 60% in size
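Compounds were pinned as a concentration titration into mixtures of EPAC1 (100 nM), BODIPY-GDP-loaded Rap1B (250 nM) and GDP (50 uM). After 5 min at room temperature, fluorescence was followed for 30 min; activity was scaled to 6.5 mM cAMP.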
EPAC1 antag: blocks human EPAC1 exchange factor. O95398. EPAC1 GEF assay, Rap1b-BODIPY-GDP exchange fluorescence. Potency, µM (highest dose often 115 µM), without a hit: at the highest dose activity change, negative = inhibition, actives largely listed as inhibitors. 0.14% of 360,000 active. AID 720709;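 note: potency is the fitted concentration of half-maximal effect; plate controls were vehicle for no effect and positive control for full effect; nearly all actives have a fitted effect of over 50% in size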
WRN inhibitor: WRN helicase (human) inhibition | WRN helicase unwinding, fluorescent forked duplex, kinetic | Potency, µM (titrated, usually from 114 µM), for inactives: at the highest dose activity change, negative = inhibition, hits mostly inhibitors | 0.46% of 360,000 active | AID 651768; note: potency is the fitted concentration of half-maximal effect; % is set by controls: 0 for no effect and ±100 for the full control effect; nearly all actives have a fitted effect of over 55% in size
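Primary qHTS, 1536-well format. 20 nM WRN + compound, 15 min RT; start with 100 nM forked fluorophore/quencher duplex, 2 mM ATP (final); kinetic read ex 525/em 598 nm.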
FUS yeast rescue: FUS proteinopathy suppression in yeast | S. cerevisiae FUS-expressing, growth rescue, OD600, 24 h | Potency, µM (series often up to 76.6 µM), for inactives: at the highest dose growth rescue (activation), usual class: activators | 0.24% of 390,000 active | AID 1347120;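 note: potency is the fitted concentration of half-maximal effect; plate controls were DMSO vehicle for no effect and reference control for full effect; nearly all actives have a fitted effect of over 55% in size; some results filed as inactive show a strong effect at the top dose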
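Yeast FUS proteinopathy model; galactose-induced FUS (2%), starting OD 0.005. Cpds in dilution series, 24hr, 30C, 99% humidity. Abs 600 nm growth. Pos ctrl CP55940 (top 92uM final); neg ctrl DMSO.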
Abeta yeast res: compounds reversing amyloid beta toxicity in yeast; yeast expressing A-beta42, growth rescue, OD600, 48 h; response scale: 0% DMSO, 100% iron-clioquinol control; Potency, µM (series often up to 46.1 µM), inactives show top-dose growth rescue, usual class: activators; 0.063% of 410,000 active; AID 1347071; note: potency is the fitted concentration of half-maximal effect; nearly all actives have a fitted effect of over 55% in size
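Yeast A-beta toxicity model in growth medium with pinned compounds, 48 h at 30 C; growth read as absorbance at 600 nm. Normalized to FeCl3/clioquinol equimolar mix (positive) and DMSO (negative).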
Starred values were filed as active, the others as inactive; ? = inconclusive; · = not tested or not shown; [ ] = another dose, or the depositor's remark. Unless noted, calls come from the whole dose curve; as a rule, active = well fitted curve in the direction sought with a large enough effect; inconclusive = small, poorly fitted or top-dose-only effect, or another doubt; inactive = no such curve, though single readings can be large; an effect the other way counts as inactive or inconclusive.

SMILES | IL2 activator | aSyn yeast inh | PLK1 PBD block | PI5P4Ka inh | EPAC1 ag | EPAC1 antag | WRN inhibitor | FUS yeast rescue | Abeta yeast res
Cc1cc(C(=O)N/N=C/c2cc(Br)ccc2OC(=O)c2ccccc2Cl)n[nH]1 | -0.8 | 1% | -9% | -1 | -8% | -7% | 1% | 26% | 6%
O=C(O)CCc1ccc(-c2cccs2)n1CCC(=O)O | -1.4 | 6% | -11% | -14 | -3% | 3% | -3%[57.1 µM] | 8% | -13%
COc1ccc(Cl)cc1NC(=O)Cn1cccc1 | 1.6 | -2% | -8% | · | 9% | 1% | 3% | 23% | -3%
CC(OC(=O)c1nsc(Cl)c1Cl)C(=O)NCc1cccs1 (configuration not stated) | -0.3 | 6% | 0% | · | -6% | 5% | 6% | 31% | 7%
O=C(CNC(=O)C12CC3CC(CC(C3)C1)C2)Nc1ncccc1O | 0.3 | 0% | -8% | -2 | -5% | 18% | -4% | -2% | -7%
CSc1ncccc1C(=O)NC(C)CCc1ccccc1 (configuration not stated) | 1.0 | 2% | -11% | -1 | -6% | 20% | 10% | -23% | -24%
Cc1ccc(N2CC(C(=O)OCC(=O)Nc3cc(C)on3)CC2=O)c(C)c1 (configuration not stated) | -0.2 | -2% | -3% | -4 | -7% | -15% | 4% | 33% | 1%
CCOc1ccc(CCNC(=O)CSc2ncn[nH]2)cc1OCC | -5.2 | 7% | -1% | -2 | -7% | 15% | -9% | -11% | 5%
CC(C)c1ccccc1NC(=S)N1CCN(Cc2ccc3c(c2)OCO3)CC1 | -2.4 | 0% | -3% | 0 | 5% | -3% | -4% | 11% | -7%
CCSc1ncccc1-c1nc2ccccc2[nH]1 | 1.3 | -18% | -2% | -4 | 9% | -3% | 16% | 14% | -5%
CN(C)c1ccc(C(CNC(=O)c2ccccc2F)c2c[nH]c3ccccc23)cc1 (configuration not stated) | -1.1 | -3% | -23% | 3 | 13% | -3% | -2% | 32% | -1%
CCCC(C(=O)NC(C)(C)C)N(Cc1ccccc1Cl)C(=O)c1snc(C(N)=O)c1N (configuration not stated) | 0.2 | -3% | 0% | 4 | -1% | -4% | -2% | ? | 21%
CN(Cc1ccccc1)C(=S)NC(=O)c1cccs1 | -3.5 | 5% | -12% | 6 | -1% | -3% | 0% | -12% | 13µM*
O=C(Nc1nccs1)c1ccc(Br)cc1 | 0.0 | -10% | 0% | 1 | -3% | -14% | 3% | 5% | 7%
Brc1ccc(CN2CCN(c3ccccc3)CC2)o1 | -0.6 | 11% | 7% | -3 | 3% | 7% | -14% | -6% | 10%
CCCCNC(=O)C[C@@H]1C[C@@]2(C(=O)OC)CC(C)(C)CC=C2N(Cc2cccc3ccccc23)C1=O | 0.6 | 5% | 3% | 2 | -3% | 10% | 3% | 44% | 9%
Cc1ccc2nc(-c3cccnc3)c(NC3CCCCC3)n2c1 | -0.4 | -6% | 6% | 2 | 1% | 4% | -8% | · | 3%
CCc1c(C(=O)NNC(=S)NCC(C)C)csc1C | -2.9 | -2% | -16% | · | 2% | 4% | -1% | 35% | -7%
O=C(NCCCCCCNC(=O)N1CCCCCC1)N1CCCCCC1 | -2.1 | -2% | -7% | · | 0% | 0% | 0% | 25% | -2%
CN(C(=O)CSc1nnc(-c2cccs2)o1)C1CCS(=O)(=O)C1 (configuration not stated) | -1.2 | -2% | -10% | 2 | 1% | -7% | -8% | 19% | 1%
COc1ccc(S(=O)(=O)N(C)C[C@H]2Oc3ccc(NC(=O)Cc4cn(C)c5ccccc45)cc3C(=O)N([C@@H](C)CO)C[C@@H]2C)cc1 | -0.5 | 2% | 0% | -2 | 1% | -1% | -1% | ? | 3%
COc1ccc(/C=C/C(=O)Nc2cccc(S(=O)(=O)N3CCCC3)c2)cc1OC | -1.5 | -6% | -3% | 0 | 17% | -20% | -22%[57.1 µM] | 43% | 6%
O=C(CN1CCOCC1)Nc1ccc([N+](=O)[O-])cc1 | -0.8 | -5% | -12% | 7 | 8% | -14% | -4% | ? | -14%
Cc1ccc2[nH]c(C)c(CCN(Cc3cccnc3)C(=S)NC(C)(C)C)c2c1 | 6.8 | 1% | 3% | -3 | -5% | 4% | -3% | 10% | -12%
O=C(CSc1nnc(-c2cc(-c3cccs3)nc3ccccc23)o1)NC1CCCCC1 | 0.8 | 0% | -3% | 4 | 4% | -5% | 1% | 13% | -2%
OCCSc1nnc(Nc2ccccc2)s1 | -0.3 | 1% | -3% | -8 | 0% | 8% | 3% | -16% | 7%
COc1ccc(OC)c2[nH]c(=O)c(CCNS(=O)(=O)c3ccc(Cl)cc3)cc12 | -0.1 | 1% | -1% | -7 | 17% | 14% | 0% | 6% | -4%
CCOc1ccc(N2CC(C(=O)N3CCc4ccccc4C3)CC2=O)cc1 (configuration not stated) | 0.9 | 3% | 1% | 2 | 0% | -12% | -5% | ? | 9%
Nc1nncn1C(=O)c1cc(Br)ccc1Cl | 3.1 | 0% | 4% | -3 | -4% | 4% | 6% | 19% | -11%
Cc1ccc(C(=O)NCC(=O)Nc2ccc(C)c(S(=O)(=O)Nc3ccc(Cl)cc3)c2)s1 | 1.9 | -6% | -6% | 4 | -9% | -8% | -3%[57.1 µM] | -2% | -12%
Cc1cc(=O)oc2cc(OC(C)C(=O)O)c(Cl)cc12 (configuration not stated) | 6.3 | -2% | 2% | · | -11% | 0% | -1%[57.1 µM] | 5% | 2%
Nc1nonc1C(=O)NCCNC(=O)c1ccc(Cl)cc1 | -1.8 | -1% | 0% | -6 | 3% | 6% | -3% | -19% | 7%
COc1ccccc1CN1CCN(S(=O)(=O)c2ccc(C)cc2)CC1 | -3.7 | -7% | -1% | -5 | 12% | -10% | -11% | -6% | 4%
O=C(NC12CC3CC(CC(C3)C1)C2)c1ccc(COc2ccc(Cl)cc2[N+](=O)[O-])o1 | -0.9 | 2% | -6% | 2 | 2% | -12% | -23%[57.1 µM] | 12% | ?
CCOc1ccc(S(=O)(=O)N2CCC(C(=O)NCc3ccccn3)CC2)cc1C | -3.6 | -1% | -13% | -3 | 2% | -17% | 4% | 5% | -6%
COc1cc2ccccc2cc1C(=O)N(CCN(C)C)c1nc2ccc(Br)cc2s1 | 6.9 | -19% | -19% | -1 | -2% | -13% | -11%[57.1 µM] | 24% | 20%
COc1ccc(NC(=O)C2CCCN2C(=O)OCc2ccccc2)cc1 (configuration not stated) | 0.8 | -1% | -7% | 0 | 10% | 2% | -7% | 9% | -3%
CCOc1cc(/C=N/NC(=O)CN(CCc2ccccc2)S(=O)(=O)c2ccc(NC(C)=O)cc2)ccc1O | -5.7 | -4% | 5% | 6 | -1% | ? | -26% | 31% | -10%
Cc1cccc(C2c3[nH]c4ccccc4c3CCN2Cc2cccn2-c2ncccn2)c1 (configuration not stated) | -4.8 | 12% | -3% | -11 | 5% | ? | -5% | 72% | -1%
Cc1cc(C)c2[nH]c(=O)c(CN(CC3CCCO3)S(=O)(=O)c3ccc4c(c3)OCCO4)cc2c1 (configuration not stated) | -2.1 | 3% | -1% | · | 10% | -6% | -6% | -6% | 4%

An excerpt from above, reduced to FUS yeast rescue and EPAC1 ag:
SMILES	FUS yeast rescue	EPAC1 ag
COc1ccccc1CN1CCN(S(=O)(=O)c2ccc(C)cc2)CC1	-6%	12%
O=C(NC12CC3CC(CC(C3)C1)C2)c1ccc(COc2ccc(Cl)cc2[N+](=O)[O-])o1	12%	2%

Remaining list, next part:
SMILES | IL2 activator | aSyn yeast inh | PLK1 PBD block | PI5P4Ka inh | EPAC1 ag | EPAC1 antag | WRN inhibitor | FUS yeast rescue | Abeta yeast res
COCCNC(C)C(=O)Nc1ccc(Br)cc1 (configuration not stated) | -2.8 | -1% | -6% | · | -2% | 5% | -4%[57.1 µM] | 7% | -19%
CS(=O)(=O)NC1CCN(Cc2ccccc2)CC1 | -1.4 | 6% | -10% | · | 9% | -7% | 3% | 8% | 8%
CNC(=O)CSc1nnc(-c2cccnc2)n1-c1ccc(C)cc1 | -0.5 | 0% | -20% | 1 | 3% | 2% | 3% | 1% | -8%
O=C(NCCN1C(=O)S/C(=C\c2ccccc2F)C1=O)C1CCN(S(=O)(=O)c2cccs2)CC1 | -4.6 | 1% | -7% | -6 | 4% | -12% | -14% | · | 2%
Cc1ccc(S(=O)(=O)N2CC(=O)Nc3ccccc32)c(C)c1NS(C)(=O)=O | -0.2 | -7% | -7% | 7 | 6% | 2% | 9% | 17% | -4%
C=CC(C)Sc1nc2c(c(=O)n(C)c(=O)n2C)n1Cc1ccccc1Cl (configuration not stated) | 0.1 | -3% | -6% | -7 | -9% | -5% | 2% | -6% | -9%
Cc1cc(C)cc(NC(=O)CCC(=O)Nc2cc(C)on2)c1 | 1.0 | 0% | -9% | · | 4% | -2% | -10% | -13% | -3%
CCc1cccc(NC(=O)CCc2nc(-c3cccs3)no2)c1 | -2.0 | -16% | 0% | 4 | 7% | -11% | -14% | 2% | -6%
Cc1ccc(C2=Nc3ccccc3NC(C)(c3ccc(C)o3)C2)o1 (configuration not stated) | 1.7 | -8% | -7% | -19 | -13% | -11% | 0% | 16% | 5%
CC(C)NC(=O)N(O)C1N(Cc2ccc3c(c2)OCO3)C(=S)SC1(C)C (configuration not stated) | 0.6 | 10% | -9% | -7 | 4% | -2% | -21% | 4% | 1%
O=C(Cc1coc2cc3c(cc12)CCC3)NCC1(N2CCCCC2)CCCCC1 | -0.1 | 4% | -12% | 4 | 10% | -1% | -9%[57.1 µM] | 20% | -8%
NC(=O)c1nsc(C(=O)N(Cc2ccco2)C(C(=O)NCc2ccccc2)c2ccc(O)cc2)c1N (configuration not stated) | 1.0 | -3% | 2% | 0 | 7% | -1% | -2% | 28% | ?
COc1ccc(NC(=O)Nc2cnccn2)cc1OC | -0.6 | -1% | -3% | 6 | 1% | 3% | 2% | 25% | 16%
CCOc1ccc(-n2c(N)c(C(=O)N3CCN(C)CC3)sc2=S)cc1 | -0.3 | -7% | -8% | 2 | 8% | 5% | 0% | 17% | -22%
O=C(Nc1cccc(OCC(=O)N2CCOCC2)c1)c1ccc(C(F)(F)F)cc1 | -0.8 | 3% | 4% | 1 | 1% | 3% | -5%[57.1 µM] | -27% | -11%
